Screens from PubChem.
TSG101-PTAP inh: blocks PTAP/TSG101 interaction to inhibit HIV-1 budding; Fluorescence polarization, FITC-PTAP peptide / Tsg101 binding; 340,000 tested, under 10 active; AID 493005; Potency, µM (doses to about 115 µM), for the others: top-dose activity change, negative = inhibition, usual class: inhibitors; active = well fitted inhibition curve with a large enough effect in the main read-out, with a control signal flat, not every such curve was filed as active; inconclusive = small, poorly fitted or top-dose-only effect, or effect the other way, or a change in a side signal; inactive = no such curve, though single readings can be large or run the other way; also: potency is read from the fitted curve at half-maximal effect; % of control where 0% means no effect
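Fluorescence anisotropy tracks displacement of a FITC-tagged PTAP peptide (50 nM) from the Tsg101 binding domain (10 uM), following a 20 min room-temperature incubation at pH 7.5.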
TSHR antagonist: blocks TSH signaling through the human TSH receptor; TSHR-expressing cells, TSH-stimulated cAMP HTRF, 2 h; hits give low values; activity change, negative = inhibition, % at 11.5 µM; actives 0.2% (n = 330,000); AID 504810;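 active = activity change below a set negative limit, meaning inhibition stronger than a set level, cut at about -70% in these data; inconclusive = activity change between two set negative limits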; also: % is scaled to controls: 0 for no effect and ±100 for the full control effect
Target sequence (P16473 whole entry, looked up): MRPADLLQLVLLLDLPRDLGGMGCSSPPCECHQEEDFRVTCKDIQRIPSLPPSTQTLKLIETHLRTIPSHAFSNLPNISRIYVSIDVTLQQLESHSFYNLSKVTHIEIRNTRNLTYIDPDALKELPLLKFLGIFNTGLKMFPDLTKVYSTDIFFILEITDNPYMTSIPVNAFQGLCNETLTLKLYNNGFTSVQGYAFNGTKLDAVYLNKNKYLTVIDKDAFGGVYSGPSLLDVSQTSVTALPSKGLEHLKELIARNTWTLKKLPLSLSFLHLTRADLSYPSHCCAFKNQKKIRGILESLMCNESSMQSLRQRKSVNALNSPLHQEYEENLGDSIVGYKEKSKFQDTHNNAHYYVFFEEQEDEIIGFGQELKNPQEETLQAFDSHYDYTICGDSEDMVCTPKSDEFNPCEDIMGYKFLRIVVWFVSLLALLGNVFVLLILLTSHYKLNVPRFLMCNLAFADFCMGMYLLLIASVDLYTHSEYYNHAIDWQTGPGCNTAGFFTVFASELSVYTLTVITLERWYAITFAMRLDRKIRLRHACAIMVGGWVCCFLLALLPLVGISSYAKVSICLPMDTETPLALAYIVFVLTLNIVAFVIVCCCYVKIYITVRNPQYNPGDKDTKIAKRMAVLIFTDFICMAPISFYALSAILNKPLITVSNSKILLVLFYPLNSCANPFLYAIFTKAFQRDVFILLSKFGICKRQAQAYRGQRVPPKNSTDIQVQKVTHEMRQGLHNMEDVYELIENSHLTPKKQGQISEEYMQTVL
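Antagonism was scored as loss of TSH-driven cAMP in TSHR cells, stimulated with 4nM TSH (EC80) for 2 hours at 37 deg C and detected by homogeneous HTRF competition immunoassay.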
uPA surface inh: cell surface uPA generation inhibition; cell surface uPA generation assay, qHTS; Potency, µM (doses to about 38.3 µM), for inactives: at the top dose activity change, negative = inhibition, most hits filed as inhibitors; actives 0.31% (n = 330,000); AID 540303; active = well fitted inhibition curve with a large enough effect; inconclusive = small, poorly fitted or top-dose-only effect; inactive = no such curve, though single readings can be large or run the other way; tested in mouse RAW 264.7 cells; also: potency is read from the fitted curve at half-maximal effect; % is scaled to controls: 0 for no effect and ±100 for the full control effect; nearly all actives have a fitted effect of over 55% in size
USP2a inh: inhibitors of human ubiquitin-specific protease USP2a | AID 463254 | Potency, µM (doses to about 38.3 µM), for the others: at the highest dose activity change, negative = inhibition, hits mostly inhibitors | actives 0.01% (n = 330,000) | USP2 core, Ub-CHOP2 coupled fluorogenic reporter, 485/531;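 also: potency is read from the fitted curve at half-maximal effect; plate controls were DMSO wells for no effect and full inhibition by NEM control for full effect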
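Deubiquitinase activity read as fluorescence (485/531 nm) after Ub-CHOP2 cleavage activates the enterokinase reporter on its substrate; USP2 core 10nM, Ub-CHOP2 and substrate 25nM each, 30min compound preincubation then 60min RT; data normalized to NEM, curves fitted.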
ELG1 DNA repair: ELG1-dependent DNA repair inhibition | actives 2.3% (n = 330,000) | Potency, µM (highest dose often 46.1 µM), inactives show top-dose activity change, negative = inhibition, hits mostly inhibitors | HEK293T ELG1-luciferase reporter, luminescence, 16 h; DNA damage induced by 5-fluorouridine | AID 504467; also: potency is read from the fitted curve at half-maximal effect; % is scaled to controls: 0 for no effect and ±100 for the full control effect; nearly all actives have a fitted effect of over 55% in size
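Luminescence from the luciferase reporter, measured 30 min after ONE-Glo reagent at room temperature, was the read-out. Beforehand, 2,000 cells per well were exposed for 16 hr at 37 °C to 5-fluorouridine together with compound or vehicle.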
B2AR arrestin: beta2AR (human) beta-arrestin recruitment activity; P07550; beta-arrestin recruitment to beta2AR, cell-based reporter; Potency, µM (titrated, usually from 46.1 µM), for inactives: at the highest dose activation, actives largely listed as activators; actives 0.02% (n = 330,000); AID 492947;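 also: potency is read from the fitted curve at half-maximal effect; 0% = DMSO controls and full agonism = EC100 isoproterenol or metaproterenol; nearly all actives have a fitted effect of over 65% in size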
Mito fusion yeast: blocks mitochondrial division or promotes mitochondrial fusion; S. cerevisiae fusion-defective mutant growth rescue, CellTiterGlo 48 h; Potency, µM (highest dose often 46.1 µM), for the others: at the top dose growth rescue (activation), most hits filed as activators; actives 0.23% (n = 320,000); AID 485298;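 also: potency is read from the fitted curve at half-maximal effect; % of control where 0% means no effect; nearly all actives have a fitted effect of over 45% in size; temperature-sensitive fusion mutants such as fzo1-1 at 37 °C on non-fermentable ethanol glycerol medium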
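S. cerevisiae fusion-defective temperature-sensitive mutants (e.g. fzo1-1, mgm1-5) grown 48 h at 37C in YPEG (ethanol/glycerol non-fermentable) medium with 23 nl compound per well; growth rescue read as CellTiterGlo luminescence.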
Chronic BCR inh: chronic active BCR signaling inhibition; ABC-DLBCL IkBa-CBG/CBR reporter, luminescence ratio, 4 h; Potency, µM (doses to about 46.1 µM), for the others: top-dose ratio change, negative = lower green/red ratio, most hits filed as inhibitors; actives 0.05% (n = 340,000); active = well fitted inhibition curve with a large enough effect in the signal ratio, with a control signal flat, not every such curve was filed as active; inconclusive = small, poorly fitted or top-dose-only effect, or effect the other way, or a change in a side signal; the % refers to the signal ratio;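 also: potency is read from the fitted curve at half-maximal effect; plate controls were basal doxycycline-induced cells for no effect and cells given 10 µM MG132 for full effect; MG132 reads +100%, hits lower the ratio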
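TMD8 ABC-DLBCL cells carrying doxycycline-inducible green luciferase fused to IkappaBalpha plus unfused red luciferase were exposed to compounds (up to 46 uM) for 4 hrs at 37C. Activity came from the overlap-corrected green/red luminescence ratio.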
Tb PFK block: inhibitors of T. brucei phosphofructokinase; O15648; Potency, µM (highest dose often 57.5 µM), for inactives: at the highest dose activity, negative = inhibition, usual class: inhibitors; T. brucei PFK, ADP-Glo luminescence; AID 485367; actives 0.17% (n = 330,000);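 also: potency is read from the fitted curve at half-maximal effect; 0% = uninhibited 1x PFK enzyme wells and -100% = no-enzyme wells; nearly all actives have a fitted effect of over 60% in size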
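PFK 1.25 nM, F6P 0.5 mM, ATP 0.1 mM, 0.1 M TEA pH 8.0, 5 mM MgCl2, 0.01% Tween20, 0.1% BSA; 45 min RT. ADP-Glo readout. qHTS titration up to 57 uM; curves fitted, compounds curve-classed.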
Eya2 phos inh: blocks the phosphatase activity of human Eya2; O00167; recombinant Eya2, OMFP fluorescence dephosphorylation (OMFP is methylfluorescein phosphate); Potency, µM (series often up to 76.9 µM), for the others: at the top dose activity, negative = inhibition, usual class: inhibitors; actives 0.006% (n = 330,000); AID 488837; also: potency is read from the fitted curve at half-maximal effect; % is scaled to controls: 0 for no effect and ±100 for the full control effect
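Eya2 protein (added as 0.2 uM solution) was preincubated with compound for 10 min at ambient temperature in 50 mM HEPES pH 7.5, 50 mM NaCl, 5 uM MgCl2, 0.05% BSA, 1 mM DTT. OMFP (added at 50 uM) then reacted 10 min; fluorescence read at 485/525 nm.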
TCR act: activators of T cell receptors | Potency, µM (titrated, usually from 9.22 µM), without a hit: at the highest dose activation of IL-2 secretion, most hits filed as activators | 330,000 tested, under 10 active | primary human leukocytes, anti-CD3, IL-2 HTRF, 48 h; also: % of control where 0% means no effect
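Primary human leukocytes incubated 48 hr with anti-CD3 beads plus compound, without co-stimulation. Secreted IL-2 measured by HTRF (europium cryptate/d2 anti-IL-2 pair, 320 nm excitation, 665 nm emission).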
The depositor's hits bear a star; u = inconclusive; x = no result given; [ ] = dose if it differs, or a comment. Unless noted, calls follow the shape of the dose curve; as a rule, active = well fitted curve in the direction sought with a large enough effect; inconclusive = small, poorly fitted or top-dose-only effect, or another doubt; inactive = no such curve, though single readings can be large; an effect the other way counts as inactive or inconclusive.

mol | TSG101-PTAP inh | TSHR antagonist | uPA surface inh | USP2a inh | ELG1 DNA repair | B2AR arrestin | Mito fusion yeast | Chronic BCR inh | Tb PFK block | Eya2 phos inh | TCR act
CCc1c(C)sc(NC(=O)c2cc(CC(C)C)on2)c1C#N | -1% | -24 | -17% | 1% | 1% | -1.0% | 5% | u | 0% | 4% | 0%
Brc1ccc(-c2nnc(-c3ccco3)o2)cc1 | 0% | -5 | 5% | 1% | u | 0.3% | -1% | u | -7% | 11% | -4%
CSc1ccc(C2Nc3cccc4cccc(c34)N2)cc1 | -9% | -2 | 3% | 4% | 21% | -1.0% | -10% | u | 1% | -3% | 0%
Cc1nn(C(=O)c2c([N+](=O)[O-])cnn2C)c(C)c1Cl | -11% | -1 | 5% | 3% | u | -0.2% | 12% | -23% | 0% | -2% | 0%[46.1 µM]
Cc1nnc(SCC(=O)Nc2ccccc2)c2ccccc12 | 3% | 33 | -1% | 0% | 13% | -0.8% | 29% | u | 1% | -2% | -2%
O=c1c(N2CCOCC2)nsnc1N1CCOCC1 | -4% | 16 | 5% | 0% | 2% | -0.9% | -2% | 2% | 3% | -4% | -3%
CCCC1=C(C(=O)OCC)C(c2sccc2C)n2ncnc2N1 (configuration not stated) | -5% | -5 | 18% | -1% | -6% | -0.8% | -5% | 7% | -3% | -22% | -11%
Cc1nc([N+](=O)[O-])c(Sc2nc3ccc([N+](=O)[O-])cc3[nH]2)n1Cc1ccccc1 | 2% | 7 | 0% | 2% | -33% | -2.6% | -7% | u | 0% | 10% | -5%[46.1 µM]
CCN(CC(=O)Nc1cccc(OC)c1)C(=O)c1ccncc1 | -2% | 0 | 1% | 2% | -5% | -0.1% | -1% | -2% | 2% | 12% | -6%
O=C(CNC(=O)c1ccco1)N/N=C/c1cc(Br)ccc1O | -1% | 5 | 0% | -2% | u | -0.4% | 1% | -1% | 1% | -1% | -5%
CN(CCNC(=O)c1cn(C)c2ccc(S(=O)(=O)N3CCCC3)cc2c1=O)CCc1ccccc1 | -6% | -2 | 6% | 4% | -2% | 0.5% | 1% | -2% | 1% | 22% | -10%
CCNC(=O)c1ccccc1-c1nc(-c2ccccc2Cl)no1 | -1% | 9 | -5% | -1% | -1% | 0.1% | 5% | 0% | 2% | 11% | 8%
CC1CCN(CCCOc2ccc(Br)cc2Cl)CC1 | 1% | -2 | 6% | 4% | 10% | 0.4% | -1% | -2% | 2% | -15% | -4%
COc1ccc(C)cc1NC(=O)Nc1ccccc1SC | -1% | -19 | x | -6% | 7% | -0.9% | 6% | -21% | -1% | -3% | 0%
O=C(Nc1ccccc1C(=O)NCCCN1CCOCC1)c1ccc(F)cc1F | 4% | 5 | 8% | 0% | 14% | -0.2% | 0% | -3% | 0% | 5% | 8%
CN1CCN(S(=O)(=O)c2ccc(NC(=O)c3ccc(F)cc3Cl)cc2)CC1 | 0% | -4 | -6% | 0% | 4% | -0.8% | -2% | 0% | -9% | -10% | x
CC(C)(C)c1ccc(Cn2c(=N)n(CC(O)c3ccco3)c3ccccc32)cc1 (configuration not stated) | 8% | 23 | 8% | 6% | -26% | -0.1% | -19% | u | 0% | 1% | 7%
COc1ccc(S(=O)(=O)Nc2ccc3c(c2)C(=O)N([C@H](C)CO)C[C@H](C)[C@@H](CN(C)S(=O)(=O)c2c(C)noc2C)O3)cc1 | -2% | 0 | 5% | 0% | u | -0.1% | x | -4% | 0% | 14% | -2%
CC(=O)c1cccc(NC(=O)c2cc(-c3ccc(C)cc3)on2)c1 | -3% | 9 | -4% | 0% | u | 0.0% | 4% | u | 0% | 2% | 0%
Cc1cnc(NC(=O)c2cc3c(s2)CCCC3)s1 | -6% | -26 | -19% | 0% | u | 0.0% | 11% | u | -1% | -18% | 4%
Cc1ccc(NC(=O)c2ccc(CSc3nnc(C)s3)cc2)c(C)c1 | -1% | -7 | -3% | -1% | u | 0.6% | 3% | 9% | -2% | -1% | 1%
COc1ccccc1/C=C1/C(=O)N(c2ccccc2)N=C1C | 0% | 0 | 0% | -1% | 7% | -0.3% | 6% | u | 5% | 4% | -1%
Cn1c(N)c(C(=O)COC(=O)c2ccc3ccccc3c2)c(=O)n(C)c1=O | 0% | -13 | 4% | 6% | 8% | -0.7% | x | -2% | 2% | -18% | -8%
O=C(NC1CCCC1)c1ccc(Br)o1 | -5% | 0 | -3% | 3% | 16% | -0.1% | 3% | -11% | 2% | 14% | 2%
O=C(CN1C(=O)NC2(CCCC2)C1=O)Nc1cc(Cl)ccc1N1CCOCC1 | -1% | 7 | 18% | 1% | 13% | 0.1% | -7% | -6% | 3% | -1% | 2%
CC(=O)c1c(C)[nH]c(C(=O)CSc2ccc(F)cc2)c1C | -11% | -23 | -4% | 0% | u | 0.3% | 1% | u | 4% | -13% | 0%
O=C(NCCN=C1NS(=O)(=O)c2ccccc21)c1ccncc1 | -2% | 38 | x | 3% | 6% | -0.1% | 1% | -7% | 4% | 11% | x
O=C(COC(=O)/C=C/c1c(F)cccc1Cl)NCC1CCCO1 (configuration not stated) | -2% | 9 | 2% | -2% | 29% | 0.2% | -2% | 4% | 3% | -11% | -1%
COCC1CCCC1OS(N)(=O)=O (configuration not stated) | 0% | -3 | 17% | 3% | -5% | -1.0% | 0% | 2% | -2% | -3% | 5%
OC(COc1ccc(Cl)cc1)CN1CCCCC1 (configuration not stated) | 0% | 15 | 12% | 1% | 4% | -0.7% | -3% | -3% | -3% | -5% | -5%
Cc1ccc(S(=O)(=O)NCC(c2ccccc2)N2CCN(c3ccc(F)cc3)CC2)cc1 (configuration not stated) | -5% | 18 | 9% | -6% | 1% | -1.2% | 3% | 5% | -2% | -2% | -3%
Cc1ccc(-n2c(N)c(C(N)=O)sc2=S)c(C)c1 | 0% | 4 | -3% | 1% | 17% | -1.0% | 2% | -29% | -17% | -24% | 16%
CCN(CC)S(=O)(=O)c1ccc2[nH]c(=O)c3ccccc3c2c1 | -1% | -3 | -13% | 4% | -8% | -0.1% | 3% | 3% | 2% | 5% | -15%
O=C(NCCCN1CCOCC1)c1ccc2c(=O)n(CCc3ccccc3)c(=O)[nH]c2c1 | -2% | -4 | 1% | 6% | u | -0.4% | -1% | u | 5% | 3% | 7%
CCOc1ccc(/C=N/NC(=O)COc2ccccc2-c2ccccc2)cc1 | -8% | -2 | -1% | 2% | -19% | 0.2% | 6% | 3% | -4% | 7% | -6%
COc1ccc(NC(=O)n2ncc3cc(Cl)ccc32)cc1OC | -5% | -7 | 2% | 2% | u | 0.4% | 8% | -3% | 3% | -14% | -5%
O=C(CSCc1ccc(Cl)cc1)Nc1ccc(-c2nnc(-c3ccccc3)o2)cc1 | 0% | 0 | -4% | 1% | u | -1.4% | -3% | -5% | -8% | 3% | -6%[46.1 µM]
O=C(CN1CCN(Cc2ccccc2Cl)CC1)N/N=C/c1ccco1 | -1% | -1 | -1% | -1% | -6% | -0.2% | 3% | 2% | 0% | 2% | 4%
Cn1cc(CN2CCc3sccc3C2)c(-c2ccccc2F)n1 | -4% | -3 | 12% | 0% | 11% | -0.5% | 4% | u | -2% | 4% | 7%
Cn1cc(CN2CCCC(C(=O)c3cc(F)ccc3F)C2)c2ccccc21 (configuration not stated) | -3% | 9 | 0% | 1% | u | 0.2% | -2% | u | -5% | 0% | x
CCc1ccc2c(c1)c1nc(C)sc1n2CC(=O)OC | -4% | -2 | 4% | 7% | 1% | -1.4% | 0% | 16% | 1% | 2% | x
O=C(OC1CCOC1=O)c1cc(-c2ccc(Br)cc2)nc2ccccc12 (configuration not stated) | -8% | -10 | x | 1% | 8% | -0.1% | 9% | 6% | 0% | -29% | 1%
